# tuberculosis growth: growth inhibition of non-replicating M. tuberculosis (AID 488890) | hit rate 0.39% among 320,000 | inhibition, % at 25 µM; hits with a dose series show IC50 in µM | Mycobacterium tuberculosis non-replicating, growth inhibition; higher % means a stronger effect; in the data active = a potency from the dose series; inconclusive = inhibition mostly from about 82% at the one dose, without a potency; inactive = the rest, 99 in 100 with inhibition below about 76%;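 note: plate controls were DMSO cells for no effect and high antibiotic wells for full effect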
# M. tuberculosis HTS: M. tuberculosis growth inhibition, HTS (AID 449762). M. tuberculosis H37Rv growth inhibition, 7H9 media; higher % means a stronger effect. inhibition, % at 25 µM; hits with a dose series show IC50 in µM. hit rate 0.59% among 330,000; in the data active = a potency from the dose series; inconclusive = inhibition above about 70% without an active follow-up result;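 note: bacterial growth assessed after seven days of incubation; strong numbers were not always called active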
# Salmonella PhoP GFP: PhoP regulon inhibitors, Salmonella typhi PhoP promoter GFP reporter, confirmatory (AID 1850); hit rate 0.33% among 310,000; inhibition, % at 50 µM; hits with a dose series show IC50 in µM; Salmonella Typhi PhoP-promoter GFP reporter, fluorescence, 4 h; higher % means a stronger effect; in the data active = a potency from the dose series; inconclusive = inhibition mostly from about 25% at the one dose, without a potency; inactive = the rest, 99 in 100 with inhibition below about 19%;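 note: 0% = induced wells with vehicle and 100% = uninduced wells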
# inhibitors of VEEV: inhibitors of VEEV TC-83 cytopathic effect, confirmation, Vero cells (AID 588727); Vero cells, VEEV TC-83 cytopathic effect inhibition; higher % means a stronger effect; one-dose inhibition, % at 20 µM; IC50 in µM for titrated hits; hit rate 0.13% among 350,000; in the data active = a potency from the dose series; inconclusive = inhibition mostly from about 14% at the one dose, without a potency; inactive = the rest, 99 in 100 with inhibition below about 12%; note: strong numbers were not always called active
# H1N1 NS1A inhibition: NS1A inhibition, H1N1 influenza, cell based functional assay (AID 504329); NS1A functional cell-based assay, percent inhibition; higher % means a stronger effect; inhibition, % at 12.5 µM, or IC50 in µM where a hit was titrated; hit rate 0.3% among 340,000; in the data active = a potency from the dose series; inconclusive = inhibition above about 27% without an active follow-up result; note: strong numbers were not always called active
# inhibitors of VEEV 10K pilot screen: recorded beside inhibitors of VEEV, whose call it bears; inhibition, %; measured here: 10K pilot screen inhibition
# Active calls of the source: *; i = inactive; u = inconclusive; x = not tested or not shown.
# The opening three records, to show the layout:
SMILES,tuberculosis growth,M. tuberculosis HTS,Salmonella PhoP GFP,inhibitors of VEEV,H1N1 NS1A inhibition,others
O=C(C(Sc1ccccc1)c1ccccc1)N1CCN(c2ccccc2F)CC1 (configuration not stated),12%,-2%,3%,4.4%,4%,
Cc1nc2ccc(S(=O)(=O)N(C)CC(=O)NCc3ccc4c(c3)OCO4)cc2s1,-9%,3%,-3%,7.2%,0%,
CN(c1ccccc1)S(=O)(=O)c1ccc(NC(=O)CC(=O)c2ccccc2)cc1,x,x,x,2.5%,-3%,

# This part in full, previewed entries included:
SMILES,tuberculosis growth,M. tuberculosis HTS,Salmonella PhoP GFP,inhibitors of VEEV,H1N1 NS1A inhibition,others
O=C(C(Sc1ccccc1)c1ccccc1)N1CCN(c2ccccc2F)CC1 (configuration not stated),12%,-2%,3%,4.4%,4%,
Cc1nc2ccc(S(=O)(=O)N(C)CC(=O)NCc3ccc4c(c3)OCO4)cc2s1,-9%,3%,-3%,7.2%,0%,
CN(c1ccccc1)S(=O)(=O)c1ccc(NC(=O)CC(=O)c2ccccc2)cc1,x,x,x,2.5%,-3%,
O=C(Nc1nc2ccc(Br)cc2s1)c1ccco1,19%,3%,-3%,0.5%,1%,
O=S(=O)(c1ccc(-c2cc(C(F)(F)F)on2)s1)N1CCCC1,9%,9%,10%,1.4%,-3%,
NC1=NC(=O)C(CC(=O)c2ccc(Cl)cc2)S1 (configuration not stated),7%,5%,9%,2.7%,-5%,inhibitors of VEEV 10K pilot screen=0.7
Cc1ccc(C)c(OC(=O)c2cccnc2)c1,64%,-6%,-1%,2.0%,-1%,
CCCCn1c(-c2ccccc2)nnc1-c1ccccc1,9%,-6%,-2%,1.8%,1%,
C/C(N)=C(/C#N)C(=O)COC(=O)CCC1CCCC1,34%,34%,0%,1.5%,2%,
COc1ccccc1NC(=O)C[n+]1ccccc1C,-22%,1%,0%,0.3%,-5%,
COc1ccc(OCc2cccc(C(=O)Nc3ccc(CN4CCCCC4)cc3)c2)cc1,61%,-4%,-9%,1.5%,6%,
Cc1nn(Cc2ccc(F)cc2)c(C)c1NC(=O)c1nn(C)cc1Cl,-6%,-8%,-3%,3.9%,9%,
COC(=O)CN1C(=O)C(O)(CC(=O)c2ccccc2)c2ccccc21 (configuration not stated),-6%,9%,-1%,2.0%,-1%,
CC(C)CN(C(=O)COC(=O)CCCc1c[nH]c2ccccc12)c1c(N)n(Cc2ccccc2)c(=O)[nH]c1=O,-1%,-1%,-8%,5.5%,15%,
C=CCN1CCOc2ccc(C)cc2S1(=O)=O,x,x,x,0.9%,-1%,
CS(=O)(=O)CCC(C(=O)OCc1ccc(Cl)cc1)N1C(=O)c2ccccc2C1=O (configuration not stated),4%,12%,-9%,0.4%,-11%,
CCN(CC)CCOc1c(Br)ccc2c1sc1nc3n(c(=O)c12)CCC3,68%,5%,8%,3.8%,8%,
CCOc1ccc(C(=O)N2CCN(c3ncccn3)CC2)cc1,-2%,0%,2%,9.1%,-4%,
COc1ccc([C@H]2CC(=O)C=C(/C=C/c3ccc(Cl)cc3)C2)cc1,44%,-6%,x,0.2%,-1%,inhibitors of VEEV 10K pilot screen=2.0
N#CC1=C(N)C(C#N)(C#N)[C@H](c2c(F)cccc2F)[C@H]2CC3(CC=C12)OCCO3,28%,0%,-4%,i,20%,
CC1=C(C(=O)Nc2cccnc2)C(c2ccc(C(C)C)cc2)n2ncnc2N1 (configuration not stated),x,x,x,0.9%,-4%,
CCN(CC)CCN=C(C)c1c(O)n(-c2ccccc2OC)c(=O)[nH]c1=O,0%,-5%,-1%,2.2%,7%,
C#CCn1c(C)cc(C)c(S(=O)(=O)c2ccccc2)c1=O,-10%,-5%,-1%,2.4%,15%,
CS(=O)(=O)N1CCc2cc(C(=O)Nc3ccc(COCC(F)(F)F)cc3)ccc21,9%,0%,-5%,0.1%,-8%,
O=C(O)CCC(=O)NN1C(=O)c2ccccc2NC1c1ccco1 (configuration not stated),-5%,0%,2%,0.1%,-14%,
Cc1nc(N2CCN(c3ccccc3)CC2)nc2c1C(=O)CC(C)C2 (configuration not stated),6%,-26%,5%,i,4%,
CC(C)c1cccc(C2=CC(=O)C[C@H](c3ccc(F)cc3)C2)c1,46%,14%,x,0.3%,5%,
CCCCC(=O)Nc1ccc(C(=O)NCC(=O)OC)cc1,-5%,-3%,-2%,1.8%,0%,
COc1ccc2c(c1)c(=O)oc1c(C)c(OC(C)C(=O)NCC3CCC(C(=O)O)CC3)ccc12 (configuration not stated),-17%,-9%,-2%,0.2%,-5%,
O=C(NC1CC1)C1=C[C@@H](c2csc3ccccc23)C[C@@H](OCCCCO)O1,10%,7%,12%,9.8%,-17%,
Cc1cccc(CS(=O)(=O)Cc2ccc(C(=O)NCc3ccccc3)o2)c1,19%,-8%,-1%,i,1%,
CC(=O)Nc1ccc(NC(=O)CN(c2ccccc2Cl)S(C)(=O)=O)cc1,13%,9%,-8%,0.6%,-1%,
Cc1cc(S(=O)(=O)N2CCC(NC(=O)C34CC5CC(CC(C5)C3)C4)CC2)ccc1-n1cnnn1,21%,2%,-1%,4.1%,6%,
Cc1ccc2[nH]c(=O)c3cc(C(=O)NCC4CCCO4)sc3c2c1 (configuration not stated),-1%,21%,-2%,12%,-4%,
Nc1ccccc1-c1nnc2n1CCCCC2,-8%,-10%,2%,1.8%,8%,
Cc1ccnc(NC(=O)CNC(=O)c2ccc3c(c2)OCO3)c1,-8%,4%,-2%,5.0%,3%,
Cc1ccccc1-c1nc(P(=O)(c2ccccc2)c2ccccc2)c(N2CCOCC2)o1,33%,-4%,8%,3.0%,5%,
O=C(Nc1cc(F)ccc1F)C1CCCO1 (configuration not stated),-1%,-6%,1%,i,-6%,
CCc1cc(C(=O)NNC(=O)CCN2CCN(c3ccccc3)CC2)sc1C,-6%,-5%,-7%,1.9%,-3%,
COC(=O)CCCC(=O)N1CCCC(C(=O)c2ccc(OC)cc2C)C1 (configuration not stated),9%,6%,2%,0.9%,0%,
CCOc1ccccc1C(=O)Nc1nnc(COC)s1,-8%,0%,-11%,1.9%,-1%,
CC1CCCCN1CCNC(=O)C1CCN(S(=O)(=O)c2cccc3nsnc23)CC1 (configuration not stated),13%,-1%,9%,0.4%,9%,
Cc1cc(OC(=O)c2ccccc2[N+](=O)[O-])c([N+](=O)[O-])c(=O)[nH]1,-12%,-6%,-11%,i,9%,
CCCn1c(SCC(=O)Nc2ccc3c(c2)CCC3)n[nH]c1=O,3%,-3%,-3%,i,-3%,
O=c1c2ccccc2nnn1CSc1nnnn1-c1ccc(O)cc1,-4%,-4%,-25%,4.6%,-14%,
COc1ccc(Cc2nc(-c3ccncc3)no2)cc1,39%,5%,-5%,1.4%,-2%,
COc1cc(CNC2CCCCC2)c(Br)cc1OC1CCCC1,44%,8%,4%,i,-4%,
CCOC(=O)NC(=O)/C(N=Nc1ccc(C(F)(F)F)cc1)=C(\C)O,11%,-6%,9%,i,-4%,
O=C(O)CC(NC(=O)C12CC3CC(CC(C3)C1)C2)c1ccc(Cl)cc1 (configuration not stated),8%,-8%,-2%,1.6%,-24%,
C[C@@H]1COC(=O)[C@H](CC(=O)OC(C)(C)C)C/C=C\C[C@@H](CC(=O)N[C@H](CO)Cc2ccccc2)C(=O)N1,25%,-5%,x,0.4%,-4%,inhibitors of VEEV 10K pilot screen=1.1
CC(CCc1ccccc1)NC(=O)COC(=O)c1ccccc1Br (configuration not stated),68%,1%,-3%,0.9%,-13%,
Cc1cc(C)c(S(=O)(=O)Nc2cccc(C(=O)O)c2)cc1S(=O)(=O)Nc1cccc(C(=O)O)c1,6%,15%,-3%,0.6%,-17%,
Cc1ccc(S(=O)(=O)N(Cc2ccc(Cl)cc2)c2ccccc2C(=O)NCc2cccnc2)cc1,6%,5%,1%,8.6%,-3%,
Cc1ccc(CN2C(=O)N/C(=C/c3ccc4c(c3)n(C)c(=O)n4C)C2=O)cc1,16%,-10%,-3%,x,x,
O=C(CN(C(=O)CCC(=O)Nc1ccccn1)C1CCCC1)NCc1ccc(F)cc1,5%,-7%,1%,i,-7%,
O=C(NNC(=S)Nc1ccccc1)Nc1ccccc1,5%,-6%,3%,1.0%,0%,
CCCOc1ccc(C(=O)NCCc2ccccc2)cc1,61%,2%,-3%,1.1%,-6%,
CCCCCSc1nncc(=O)[nH]1,-4%,2%,2%,i,5%,
Cn1c(=O)c2c(-c3ccc(C(C)(C)C)cc3)n(CC3CCCO3)cc2n(C)c1=O (configuration not stated),23%,1%,4%,i,2%,
Cc1cccc(OCC2CCCN(Cc3nc(C4CC4)no3)C2)c1 (configuration not stated),25%,38%,0%,i,-13%,
# (cont.)
SMILES,tuberculosis growth,M. tuberculosis HTS,Salmonella PhoP GFP,inhibitors of VEEV,H1N1 NS1A inhibition,others
Cc1ccccc1OCC(O)Cn1nnc2ccccc21 (configuration not stated),8%,0%,0%,1.6%,4%,
O=C(/C=C/c1ccccc1)NNC(=O)c1ccco1,49%,5%,23%,2.6%,4%,
O=S(=O)(c1cccc2cnccc12)N1CCNCC1,12%,7%,7%,0.0%,1%,
CCCCn1c(N)c(N(CC(C)C)C(=O)CCNC(=O)c2ccc([N+](=O)[O-])cc2)c(=O)[nH]c1=O,x,x,x,0.1%,6%,
O=C(N1CCOCC1)C(F)(F)C(F)(F)C(F)(F)C(F)(F)C(=O)N1CCOCC1,-11%,8%,13%,i,-2%,
CC(C)c1nnc(NC(=O)C2CCCN2C(=O)Nc2ccc(F)cc2)s1 (configuration not stated),2%,-2%,-11%,1.8%,-5%,
COc1ccc(C)cc1S(=O)(=O)N(C)CC(=O)NCc1ccncc1,-9%,-2%,5%,0.4%,6%,
COc1ccc(C(=O)N/N=C/c2ccccn2)cc1OC,45%,6%,-20%,0.6%,1%,
Cc1cc(C(=O)N2CCC3(CC2)OCCO3)cs1,-8%,-4%,-2%,2.2%,-8%,
O=C(CN1C(=O)C(=O)N(Cc2ccco2)C1=O)NC1CCCCC1,8%,3%,3%,1.2%,3%,
NC(N)=N/N=C/c1cccc(Cl)c1Cl,u,4%,19%,7.0%,-3%,
CCCOc1nc(SCCC)nc2c1cnn2-c1ccccc1,9%,0%,1%,0.3%,-24%,
CCOC(=O)c1c(NC(=O)CSc2nc3c(c(=O)n(C)c(=O)n3C)n2CC)sc(C)c1C,-2%,-3%,-9%,1.3%,-4%,
CCN1CNC(=S)N(c2cc(C)ccc2C)C1,-9%,0%,-9%,0.6%,-6%,inhibitors of VEEV 10K pilot screen=0.8
CCOC(=O)C(Cc1c[nH]c2ccc([N+](=O)[O-])cc12)(NC(C)=O)C(=O)OCC,x,x,x,2.2%,9%,
Cc1cc(OCC(=O)N2CCN(c3ccccn3)CC2)cc(C)c1Br,18%,9%,-2%,7.8%,-6%,
NC(=O)C1CCN(C(=O)N2c3ccccc3Sc3ccccc32)CC1,-6%,-5%,-4%,0.1%,-3%,
CCn1c(Oc2cccc(Br)c2)nc2c1c(=O)n(C)c(=O)n2C,43%,-4%,3%,6.1%,-6%,
CCc1ccccc1NC(=O)C1CC(c2ccc(F)cc2)=NO1 (configuration not stated),57%,u,-2%,1.3%,-3%,
O=C(COC(=O)COc1ccc2c(c1)CCC2)Nc1ccccc1C(F)(F)F,52%,-4%,x,0.7%,1%,
CCc1ccc(C2=NN(S(C)(=O)=O)C(c3cccs3)C2)cc1 (configuration not stated),28%,-22%,-5%,i,19%,
Cc1cc2nc3c(nc2cc1C)C1(C(=O)O)CCC3(C)C1(C)C (configuration not stated),-8%,1%,7%,1.4%,-5%,

# As a working copy, 5 of the compounds above:
SMILES,tuberculosis growth,M. tuberculosis HTS,Salmonella PhoP GFP,inhibitors of VEEV,H1N1 NS1A inhibition,others
Cc1ccccc1OCC(O)Cn1nnc2ccccc21 (configuration not stated),8%,0%,0%,1.6%,4%,
O=C(/C=C/c1ccccc1)NNC(=O)c1ccco1,49%,5%,23%,2.6%,4%,
O=S(=O)(c1cccc2cnccc12)N1CCNCC1,12%,7%,7%,0.0%,1%,
CCCCn1c(N)c(N(CC(C)C)C(=O)CCNC(=O)c2ccc([N+](=O)[O-])cc2)c(=O)[nH]c1=O,x,x,x,0.1%,6%,
O=C(N1CCOCC1)C(F)(F)C(F)(F)C(F)(F)C(F)(F)C(=O)N1CCOCC1,-11%,8%,13%,i,-2%,

# Retrieved one by one from the list above, 2 records:
SMILES,tuberculosis growth,M. tuberculosis HTS,Salmonella PhoP GFP,inhibitors of VEEV,H1N1 NS1A inhibition,others
COc1ccc(C(=O)N/N=C/c2ccccn2)cc1OC,45%,6%,-20%,0.6%,1%,
NC(=O)C1CCN(C(=O)N2c3ccccc3Sc3ccccc32)CC1,-6%,-5%,-4%,0.1%,-3%,

# High-throughput results (PubChem)
